TNF necrop inh: inhibitors of TNF-alpha induced necroptosis in Jurkat FADD-/- cells. Jurkat FADD-/- TNF necroptosis rescue, ATP luminescence, 24 h; 0 = TNF only, 100 = no-TNF cells. activation (protection from cell death), % at 10 µM. 0.068% of 220,000 active;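 active = activation, meaning protection from cell death, of at least 50% relative to plate controls; inactive = activation below 50%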;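 also: necroptosis triggered by 40 ng/mL TNF-alpha added together with compound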
L929 necroptosis: L929 zVAD cell death inhibition. L929 zVAD necroptosis rescue, ATP luminescence, 24 h; with zVAD 60 µM. viability rescue, % at 10 µM. 0.38% of 220,000 active. AID 1377;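 active = activation, scaled between plate controls, above about 75%, limit read from the data; inactive = activation under that limit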;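 also: 0% = zVAD with DMSO and 100% = DMSO alone without zVAD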
FXIIa inh 1536: blocks human coagulation factor XIIa protease activity; P00748; purified FXIIa, Boc-QGR-AMC fluorogenic substrate, 2 h; inhibition, % at 5 µM; 0.3% of 220,000 active; AID 800; in the data active = inhibition above about 40%;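 also: 0% = enzyme with no compound and 100% = blank without enzyme; many of its hits are not listed in these tables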
Tb hexokinase: T. brucei hexokinase 1 inhibition; recombinant TbHK1, G6PDH-coupled NADH A340; inhibition, % at 10 µM; 0.11% of 220,000 active; AID 1430;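 active = inhibition of 50% or more in the single-dose primary screen; inactive = inhibition below 50%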
CHOP inhibitor: inhibitors of CHOP induction in ER stress response; CHO-K1 CHOP-promoter luciferase, tunicamycin-induced, 15-18 h; inhibition, % at 10 µM; 3.8% of 220,000 active;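 active = compounds that reduced the stress-induced luciferase reporter signal by more than about 70% of percent inhibition, limit read from the data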;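 also: 0% = tunicamycin plus vehicle and 100% = wells without tunicamycin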
PPC-1+TRAIL kill: kills PPC-1 cancer cells in the presence of TRAIL | PPC-1 cells + TRAIL, ATPLite viability luminescence | cell killing (% activity), % at 4 µM | 0.41% of 220,000 active | AID 1443;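 active = cell killing above 50% in the first pass at 4 µM, then a duplicate retest at 5 µM averaging 50% or more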;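 also: plate controls were cells with TRAIL plus DMSO for no effect and medium-only wells lacking cells for full effect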
Wee1 stabilizer: inhibitors of human Wee1 degradation | HeLa Luc-Wee1K328M stability, luciferase luminescence; 100% = proteasome inhibitor MG132 effect | P30291 | 1.2% of 220,000 active | reporter increase, % at 5 µM;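 active = activation above the mean of all tested compounds plus 3 SD, set per screening run, cut at about 8.8% in these data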;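 also: cells exposed to compound for 20 h before luminescence read; 0% = DMSO alone and 100% = MG132 at 30 µM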
Target sequence (P30291 whole entry K328M): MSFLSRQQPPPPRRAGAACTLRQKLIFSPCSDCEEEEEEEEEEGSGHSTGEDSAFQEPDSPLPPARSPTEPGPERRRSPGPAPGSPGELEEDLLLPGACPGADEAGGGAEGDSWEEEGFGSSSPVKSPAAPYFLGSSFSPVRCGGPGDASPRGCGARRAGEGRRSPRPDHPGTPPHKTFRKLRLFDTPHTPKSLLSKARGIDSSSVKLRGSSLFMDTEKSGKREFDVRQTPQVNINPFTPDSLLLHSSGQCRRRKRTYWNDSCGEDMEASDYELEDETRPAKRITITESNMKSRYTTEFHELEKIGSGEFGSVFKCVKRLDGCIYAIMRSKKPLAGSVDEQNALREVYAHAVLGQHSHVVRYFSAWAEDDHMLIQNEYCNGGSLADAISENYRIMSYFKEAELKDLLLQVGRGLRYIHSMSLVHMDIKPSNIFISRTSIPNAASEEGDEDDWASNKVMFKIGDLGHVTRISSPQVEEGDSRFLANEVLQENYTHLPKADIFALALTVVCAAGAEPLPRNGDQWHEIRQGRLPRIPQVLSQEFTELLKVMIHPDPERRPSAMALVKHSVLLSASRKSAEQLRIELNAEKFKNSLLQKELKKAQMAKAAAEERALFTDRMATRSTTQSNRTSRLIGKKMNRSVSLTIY
FXIa inh: factor XIa (human) inhibition | purified FXIa, Boc-Glu-Ala-Arg-AMC fluorogenic substrate | AID 798 | inhibition, % at 5 µM | P03951 | 0.14% of 220,000 active;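 active = inhibition of at least 40%; inactive = inhibition below 40%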;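 also: fluorescence of freed AMC excited at 355 nm; 0% = enzyme without compound and 100% = no enzyme blank; many of its hits are not listed in these tables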
PGE2 EP2 inh: inhibitors of human EP2 prostaglandin E2 receptor. P43116. C6 glioma cells expressing human EP2, cAMP TR-FRET; cells stimulated with saturating PGE2. inhibition, % at 25 µM. 0.52% of 260,000 active. AID 1422;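 active = percent inhibition above 40 after rounding to a whole number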;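 also: rat C6 glioma host cells with rolipram phosphodiesterase inhibitor present; the protocol text gives 20 µM as final concentration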
Target sequence (P43116 whole entry, looked up): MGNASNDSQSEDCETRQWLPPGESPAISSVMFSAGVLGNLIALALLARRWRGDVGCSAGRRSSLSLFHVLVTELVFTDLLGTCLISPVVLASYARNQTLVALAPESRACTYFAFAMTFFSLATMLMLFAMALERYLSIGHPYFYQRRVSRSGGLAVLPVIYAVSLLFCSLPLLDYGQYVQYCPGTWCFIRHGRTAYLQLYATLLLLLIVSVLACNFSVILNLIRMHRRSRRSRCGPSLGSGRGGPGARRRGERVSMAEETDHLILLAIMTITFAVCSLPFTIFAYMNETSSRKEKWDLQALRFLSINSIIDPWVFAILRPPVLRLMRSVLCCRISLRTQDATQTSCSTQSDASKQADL
The depositor's hits bear a star; / = not tested or not shown; & = joins results of further samples. A portion of the library (hit frequency here may not be typical).

SMILES	TNF necrop inh	L929 necroptosis	FXIIa inh 1536	Tb hexokinase	CHOP inhibitor	PPC-1+TRAIL kill	Wee1 stabilizer	FXIa inh	PGE2 EP2 inh
CCOc1cc(C(=O)N(C)c2ccccc2)cc(OCC)c1OCC	-1.6	-0.5	-2	1	-7	-14	5	3	15
CCc1ccc(CC2(O)CC(C)N(C)CC2C)cc1 (stereo not given)	1.8	/	3	4	5	-1	-1	0	5
COc1ccc(/C=C/C(=O)OCc2nc3ccccc3c(=O)[nH]2)c(OC)c1	0.8	1.6	4	-36	4	14	1	8	8
COc1ccccc1C1CN(c2ccccc2)N=C1c1cccs1 (stereo not given)	0.2	0.6	-21	-10	36	9	-2	-16	15
Cc1ccc(CNC(=O)CCCCn2c(=O)[nH]c3ccsc3c2=O)cc1	0.9	2.2	4	-7	3	10	2	-4	7
CCOc1cccc(N2C(=O)CC(N(CCc3ccc(OC)c(OC)c3)C(=O)CC)C2=O)c1 (stereo not given)	-0.8	-0.3	-20	-2	14&-6	22	1	-3	10
O=C(CN1CCN(Cc2ccccc2)CC1)c1c[nH]c2ccccc12	-0.1	0.8	-8	-3	15	-10	-1	0	11
CCOc1ccc(NC(=O)c2cc(SC)ccc2Cl)cc1	1.6	0.6	7	24	39	22	-1	0	9
O=c1c2ccccc2nc2n1C1(CCCCC1)Cc1ccccc1-2	-1.6	0.5	17	-1	-16	31	-2	5	7
COc1cc(/C=C(/NC(=O)c2ccccc2)C(=O)Nc2ccccc2)c([N+](=O)[O-])cc1OC	-4.4	-0.1	16	-18	15	-2	1	6	/
O=C(CCCCCNC(=O)c1ccccc1)N/N=C/c1ccccc1	1.6	0.2	14	-7	-14	12	1	3	14
Cc1cc(=O)oc2cc(OCC(=O)NCc3ccco3)ccc12	-1.6	0.2	14	-9	14	12	1	3	12&3
C/C(=N\OCC(=O)N/N=C/c1ccc(C)cc1O)c1cccs1	-3.9	0.7	18	-3	-3	4	1	5	15
O=C(/C=N/NC(=O)c1ccc(Cl)cc1Cl)c1ccccc1	-1.3	0.1	17	-9	58	12	-1	1	1
Cc1cc(C)n(-c2ccc(N3CCOCC3)nn2)n1	-1.1	0.6	4	-5	8	32	-3	-5	11

Reformatted with values under each structure: 3 of the compounds above
Value order – TNF necrop inh | L929 necroptosis | FXIIa inh 1536 | Tb hexokinase | CHOP inhibitor | PPC-1+TRAIL kill | Wee1 stabilizer | FXIa inh | PGE2 EP2 inh
CCOc1cc(C(=O)N(C)c2ccccc2)cc(OCC)c1OCC
    -1.6 | -0.5 | -2 | 1 | -7 | -14 | 5 | 3 | 15
CCc1ccc(CC2(O)CC(C)N(C)CC2C)cc1 (stereo not given)
    1.8 | / | 3 | 4 | 5 | -1 | -1 | 0 | 5
COc1ccc(/C=C/C(=O)OCc2nc3ccccc3c(=O)[nH]2)c(OC)c1
    0.8 | 1.6 | 4 | -36 | 4 | 14 | 1 | 8 | 8

Continuation:
SMILES	TNF necrop inh	L929 necroptosis	FXIIa inh 1536	Tb hexokinase	CHOP inhibitor	PPC-1+TRAIL kill	Wee1 stabilizer	FXIa inh	PGE2 EP2 inh
Cc1ccc(O)c(-c2cc(C(=O)NCc3ccc4c(c3)OCO4)[nH]n2)c1	-12	/	17	1	-2	9	1	11	20
O=C(NCS(=O)(=O)c1ccccc1)c1ccccc1	0.3	0.2	12	-2	8	8	6	8	11
Oc1ccc(CN2CCc3ccccc3C2)c2cccnc12	-25	5.4	-5	7	56	22	-2	-11	5
CCSCc1nnc(SCC(=O)Nc2nccs2)n1CC	0.9	0.0	-1	-5	19	-2	0	-5	9
CCN1CCN(S(=O)(=O)c2cccc([N+](=O)[O-])c2)CC1	-1.1	0.7	-1	2	24	-2	1	-18	9
C=CC[n+]1c(C)csc1Nc1ccc(C)cc1	1.2	0.1	4	-2	-8	6	-1	-1	2
Cc1ccc(O)c(NC(=S)NC(=O)C(C)C)c1	-7.7	0.7	0	1	-8	12	-4	-4	9
COc1cc(/C=N/NC(=O)CCN2CCN(c3ccccc3)CC2)cc(OC)c1OC	1.6	0.7	9	-9	62	3	3	3	2
O=C(CSc1nc2ccccc2c(=O)n1-c1ccccc1)N/N=C/C=C/c1ccccc1[N+](=O)[O-]	1.7	0.0	-4	-2	16	/	-3	1	6
Cn1ncc2c(Sc3ccc(Cl)cc3)ncnc21	-2.0	-1.2	6	-7	-5	5	-1	3	5
O=c1[nH]c(Cc2ccccc2)nc2scc(-c3ccccc3)c12	-3.8	0.2	12	-1	80*	-21	-2	-2	14
Cc1ccc(NCC(=O)N/N=C\c2ccc[nH]2)cc1	-2.5	-0.9	7	-24	0	11	6	8	7
CC1=NN(/C(=N\c2nnc(C)s2)Nc2ccc(C(C)(C)C)cc2)[C@H](c2ccc(C)cc2)S1	-5.9	0.6	1	-11	59	-16	-1	-10	3
Cc1cccc(-c2cc3nc(C)cc(C)n3n2)c1	-0.2	-0.7	36	3	-20	6	-1	14	5
CC(=O)OCC(=O)Nc1ccccc1C	1.0	0.8	6	3	-6	19	3	-5	10

4 structures already listed, ordered by length of the SMILES, rising.
SMILES	TNF necrop inh	L929 necroptosis	FXIIa inh 1536	Tb hexokinase	CHOP inhibitor	PPC-1+TRAIL kill	Wee1 stabilizer	FXIa inh	PGE2 EP2 inh
C=CC[n+]1c(C)csc1Nc1ccc(C)cc1	1.2	0.1	4	-2	-8	6	-1	-1	2
Cc1ccc(O)c(NC(=S)NC(=O)C(C)C)c1	-7.7	0.7	0	1	-8	12	-4	-4	9
Cc1ccc(O)c(-c2cc(C(=O)NCc3ccc4c(c3)OCO4)[nH]n2)c1	-12	/	17	1	-2	9	1	11	20
CC1=NN(/C(=N\c2nnc(C)s2)Nc2ccc(C(C)(C)C)cc2)[C@H](c2ccc(C)cc2)S1	-5.9	0.6	1	-11	59	-16	-1	-10	3

Remaining list, next part.
SMILES	TNF necrop inh	L929 necroptosis	FXIIa inh 1536	Tb hexokinase	CHOP inhibitor	PPC-1+TRAIL kill	Wee1 stabilizer	FXIa inh	PGE2 EP2 inh
CC(=O)N1c2ccc(Cl)cc2C2OCCC2C1c1ccco1 (stereo not given)	1.1	-0.9	-2	-1	12	15	4	-3	7
CCOC(=O)c1sc(NC(=O)CSc2ncccn2)c(C#N)c1C	1.0	-0.2	12	-12	46	21	-2	-2	17
Cc1cc(C(=O)N/N=C/c2cccnc2)n[nH]1	39	84*	4	7	-6	5	4	-2	12
CCc1nccn1Cc1cc(C=O)ccc1OC	0.0	1.2	9	-1	16	20	-1	1	2
CCC(C)N1CC(C(=O)NC2CCCCC2)CC1=O (stereo not given)	-2.1	-0.2	-9	2	/	-15	0	-11	14
c1ccc2c(c1)CSc1sccc1C2=C1CCNCC1	-2.2	1.6	9	4	47	34	2	4	10
CC(C)Cn1c(SCC(=O)N2CCN(S(=O)(=O)c3ccccc3)CC2)nc2ccccc21	-9.1	-0.4	9	1	-14	4	-2	5	16
N#Cc1ccc(NC(=O)COC(=O)CSc2nnc(-c3ccc(Cl)cc3)o2)cc1	-1.0	-0.3	0	4	-7	19	-2	-5	5
CCOC(=O)c1c(N)sc(C(=O)N2CCCC2)c1C	1.0	0.2	2	-12	-14	40	4	-15	9
O=C(NCc1ccccc1Cl)NCc1ccccc1Cl	5.7	1.9	4	-11	3	10	0	4	16
CC1(C)CC(=O)C2=C(C1)Oc1ncn(CCCn3ccnc3)c(=N)c1C2c1ccccc1 (stereo not given)	-3.8	-0.4	18	-6	34	-8	-2	-7	10
NNC(=O)COc1cccc(Oc2ccccc2)c1	-0.8	-0.4	5	10	20	-4	4	0	7
O=C(NCc1nnc(SCc2ccc(F)cc2)n1-c1ccccc1)C12CC3CC(CC(C3)C1)C2	3.8	1.0	3	-12	68	-7	9	-1	12
COc1ccc2cc(C(N)=O)c(=Nc3ccc(C)cc3)oc2c1	-1.4	3.6	10	-1	31	19	8	11	8
C=CCn1c(=S)[nH]c2sccc2c1=O	-0.1	-0.2	0	-13	-11	11	-4	-3	18
CC(C)c1ccc(/C=C/C(=O)N2CCc3ccccc3C2)cc1	-0.1	1.6	23	2	41	15	2	28	7
COc1ccccc1CNC(=O)Cn1nnc(-c2ccncc2)n1	0.9	86*	13	27	-7	7	0	-5	11
COC(=O)c1ccc(Cn2c(O)c(N=NC(N)=S)c3ccccc32)o1	37	-0.5	6	-11	-2	9	0	2	7
CC1=C(C(=O)Nc2cc(-c3cccc(F)c3)[nH]n2)C2(CCCCC2)OC1=O	3.4	9.8	13	2	82*	26	1	2	13
Cc1nc2cc3sc(C)nc3cc2s1	-0.1	28	7	0	2	-10	2	-5	6
COC(=O)c1oc2ccccc2c1N	0.4	-0.1	3	-15	-2	12	0	-4	19
COc1ccccc1N1CCN(C(c2ccccc2)c2nnnn2CCc2ccccc2)CC1 (stereo not given)	-0.2	-0.7	9	-7	-13	24	-1	-1	13
CCOC(=O)C(NCc1ccc(F)cc1)(NC(=O)c1ccccc1)C(F)(F)F (stereo not given)	0.4	0.1	0	3	28	34	1	-11	19
CCOC(=O)C(CCC(=O)O)(CCC(C)C)c1csc(N)n1 (stereo not given)	0.2	0.6	-8	-3	39	14	-2	6	2
O=C(NCc1cccnc1)c1ccc(COc2ccccc2Br)o1	-3.2	-0.5	18	1	35	32	-2	1	19
CN1CCN(c2ccccc2NC(=O)COc2ccccc2)CC1	2.0	0.7	22	-3	-14	37	0	9	7
Cc1onc(-c2c(Cl)cccc2Cl)c1COC(=O)c1ccc([N+](=O)[O-])cc1	-0.6	-0.8	5	5	23	12	-3	2	15
CC(C)(C)NC(=O)CSc1nc(N)cc(=O)[nH]1	-0.5	1.8	8	0	-1	2	-1	-3	4
CCOC(=O)c1sc(NC(=O)CSc2nc3ccccc3s2)c(C(=O)OCC)c1C	1.7	1.7	14	-1	22	10	-1	8	5
Cc1ccc(-c2cc(C(=O)NN)n[nH]2)o1	1.6	1.0	12	-4	2	8	-2	7	12
NC(=O)c1cc(Br)cc2c3c([nH]c12)CCCC3	-6.9	15	-5	-9	85*	8	9	-8	18
O=c1cc(O)nc(SC23CC4CC(CC(C4)C2)C3)[nH]1	-0.6	0.1	4	10	8	-8	3	1	17
Cc1nn(Cc2ccccc2)c(Cl)c1/C=C/C(=O)OCC(=O)N1CCCC1=O	0.6	1.1	6	0	22	-8	-1	3	5
CCOC(=O)C1CCN(Cc2ccc(O)c3ncccc23)CC1	-15	12	14	2	/	-21	1	6	6&19
COc1ccc(Oc2nnc(C)c3ccccc23)cc1	0.8	0.9	6	1	13	15	-3	-2	24
Cc1cccc(-n2c(CCN3C(=O)c4ccccc4C3=O)nc3ccccc3c2=O)n1	-1.0	1.0	13	1	10	-1	-1	2	20
COc1ccc(N2C(=O)CC(SCCc3nc4ccccc4[nH]3)C2=O)cc1 (stereo not given)	-0.3	0.0	-4	-4	11	10	-2	6	10
Cc1ccc(Cc2cnc(NC(=O)c3cccs3)s2)cc1	1.1	0.5	18	8	56	15	4	-2	8

Single entries from the entries so far.
Reading for CCOC(=O)C1CCN(Cc2ccc(O)c3ncccc23)CC1 under PPC-1+TRAIL kill: -21
Reading for Cc1cccc(-n2c(CCN3C(=O)c4ccccc4C3=O)nc3ccccc3c2=O)n1 under FXIa inh: 2
Reading for Cc1ccc(Cc2cnc(NC(=O)c3cccs3)s2)cc1 under FXIa inh: -2
Reading for NC(=O)c1cc(Br)cc2c3c([nH]c12)CCCC3 under FXIIa inh 1536: -5
Reading for Cc1nn(Cc2ccccc2)c(Cl)c1/C=C/C(=O)OCC(=O)N1CCCC1=O under PGE2 EP2 inh: 5
Reading for COc1ccc(N2C(=O)CC(SCCc3nc4ccccc4[nH]3)C2=O)cc1 (stereo not given) under CHOP inhibitor: 11

Screens: PubChem BioAssay, several laboratories
